Compound activity deposited in PubChem BioAssay by several laboratories.
Rab7 wt GTP bind: dog Rab7 wildtype GTP binding, inhibitors and activators; GST-Rab7 beads, fluorescent GTP binding, flow cytometry; actives lie on both sides; untreated = 100%, excess cold GTP = 0%; GTP binding activity (percent of control), % at 10 µM; 190,000 compounds, 0.055% hits; AID 758;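 active = fluorescent GTP binding to Rab7 beads changed by at least 20 points from the 100% baseline, either direction, mostly lower; inconclusive = compound itself probably fluorescent, or too few beads counted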;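 note: median green fluorescence of bound Bodipy-FL-GTP per Rab7 bead population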
Rac1 act GTP bind: modulators of GTP binding to human Rac1 activated mutant. AID 764. percent activity (GTP binding), % at 10 µM. P63000. GST-Rac1 activated beads, fluorescent GTP binding, flow cytometry; actives lie on both sides; 100% means binding = to untreated wells. 190,000 compounds, 0.11% hits;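 active = GTP binding at least 20 percentage points away from the 100% baseline, in either direction, so actives lie on both sides; inconclusive = Compound likely fluorescent itself, or too few beads counted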
HRas wt GTP: changes GTP binding to wildtype human HRas. P01112. GST-Ras wt beads, Bodipy-FL-GTP binding, flow cytometry; actives lie on both sides. GTP binding activity, % at 10 µM. 190,000 compounds, 0.14% hits;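 active = GTP binding activity at least 20% away from the 100% baseline, either lowered as inhibitor or raised as activator; inconclusive = flagged as likely green fluorescent, judged across all proteins in the well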;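 note: 0% = unlabeled GTP competition control and 100% = no-compound control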
Target sequence (P01112 whole entry, looked up): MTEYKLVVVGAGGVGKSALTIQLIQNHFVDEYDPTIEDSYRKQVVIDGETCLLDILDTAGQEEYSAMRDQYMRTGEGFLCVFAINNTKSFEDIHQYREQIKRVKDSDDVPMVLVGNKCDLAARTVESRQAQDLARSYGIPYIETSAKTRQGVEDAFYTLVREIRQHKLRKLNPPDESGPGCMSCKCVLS
GSH bead fluor: compound fluoresces at 488/530 nm on GSH beads. GSH beads flow cytometry, compound fluorescence 488/530 nm; active compounds read high. fluorescence (KMESF) at 10 µM. 190,000 compounds, 0.25% hits. AID 1776; in the data active = fluorescence above about 89;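 note: glutathione beads carrying GST-tagged Bcl family fusion proteins plus one bare bead set; values are compound well signal with DMSO vehicle wells as background; inactives centre near 16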
Rab2A wt mod: changes GTP binding to wildtype dog Rab2A, up or down. GST-Rab2 wt beads, Bodipy-GTP binding, flow cytometry. GTP binding activity, % at 10 µM. 190,000 compounds, 0.19% hits. AID 760;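 active = GTP binding activity at least 20 points away from 100%, either lowered or raised; inconclusive = signal likely due to the compound's own green fluorescence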;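 note: 0% = beads with excess unlabeled GTP and 100% = no-compound control corrected for plate trend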
Mcl1 Bid PPI: Mcl-1/Bid interaction inhibition; Q07820; TR-FRET Mcl-1/Bid-Dy647 peptide binding, 1536-well; inhibition, % at 21.7 µM; 220,000 compounds, 0.97% hits; AID 1021;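 active = compounds that cut the binding signal by more than half at the single screening dose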;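 note: His-tagged Mcl-1 with europium anti-His antibody binding Bid BH3 peptide; 0% = Mcl-1 plus peptide wells and 100% = peptide-only wells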
Target sequence (Q07820 whole entry, looked up): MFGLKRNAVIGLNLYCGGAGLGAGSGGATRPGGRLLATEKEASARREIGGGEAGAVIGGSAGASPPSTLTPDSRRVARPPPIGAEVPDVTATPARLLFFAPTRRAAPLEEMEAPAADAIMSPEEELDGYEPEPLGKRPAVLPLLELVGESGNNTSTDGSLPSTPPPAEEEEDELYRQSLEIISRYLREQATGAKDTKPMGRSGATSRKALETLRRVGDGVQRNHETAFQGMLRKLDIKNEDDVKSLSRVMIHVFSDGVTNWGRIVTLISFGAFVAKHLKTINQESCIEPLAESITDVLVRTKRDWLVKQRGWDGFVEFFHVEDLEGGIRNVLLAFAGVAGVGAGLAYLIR
Rac1 wt GTP bind: human Rac1 wildtype GTP binding, inhibitors and activators. GST-Rac1 beads, fluorescent GTP binding, flow cytometry; actives lie on both sides; 0 = cold GTP competed, 100 = untreated. GTP binding activity (% of control), % at 10 µM. 190,000 compounds, 0.27% hits. P63000;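 active = GTP binding activity at least 20 points away from the 100% control level, either lower or higher; inconclusive = compound flagged as likely green fluorescent, judged across all proteins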
Mcl1 Noxa PPI: Mcl-1/Noxa interaction inhibition | Q07820 | TR-FRET Mcl-1/Noxa peptide binding, 2 h | inhibition, % at 21.7 µM | 220,000 compounds, 1.5% hits | AID 1022;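 active = compounds that cut the protein-peptide binding signal by more than 50% relative to plate controls in a single-dose test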;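 note: His-tagged Mcl-1 with rhodamine Noxa BH3 peptide and terbium anti-His antibody; 0% = Mcl-1 plus Noxa peptide wells and 100% = peptide-only wells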
Avidin fluor: avidin bead compound fluorescence profile; Avidin beads, compound fluorescence 488/530 nm, flow cytometry; active compounds read high; fluorescence (KMESF) at 10 µM; 220,000 compounds, 0.38% hits; AID 1775; in the data active = fluorescence above about 47; note: inactives centre near 10
Pf gamet viab: P. falciparum stage V gametocyte viability inhibition | inhibition, % at 10.9 µM | AID 743093 | 150,000 compounds, 0.065% hits | P. falciparum stage V gametocytes, ATP luminescence, 24 h;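 active = inhibition above the mean plus 3 SD of compounds within the control limits, set per campaign, cut at about 38% in these data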;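 note: 0% = DMSO wells and 100% = medium only without gametocytes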
Cdc42 wt: modulators (inhibitors or activators) of GTP binding to human Cdc42 wildtype; P60953; GST-Cdc42 beads, Bodipy-GTP binding, flow cytometry; actives lie on both sides; percent activity (GTP binding), % at 10 µM; 190,000 compounds, 0.2% hits; AID 761;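 active = percent activity GTP binding at least 20 points away from the 100% baseline, either down as inhibitor or up as activator; inconclusive = compound flagged as likely green fluorescent from well-wide comparison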;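 note: median bead fluorescence of bound Bodipy-FL-GTP at 100 nM; 0% = excess unlabeled GTP control and 100% = no compound control; below 100% means less GTP binding so inhibitor and above means activator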
Target sequence (P60953 whole entry, looked up): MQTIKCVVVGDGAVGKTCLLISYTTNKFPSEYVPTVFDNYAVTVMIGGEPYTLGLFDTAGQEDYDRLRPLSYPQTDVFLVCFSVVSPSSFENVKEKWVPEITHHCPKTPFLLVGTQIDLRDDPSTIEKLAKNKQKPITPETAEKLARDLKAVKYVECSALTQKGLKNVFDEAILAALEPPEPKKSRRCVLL
An asterisk follows results filed as active; ? = inconclusive; / = not tested or not shown.

SMILES	Rab7 wt GTP bind	Rac1 act GTP bind	HRas wt GTP	GSH bead fluor	Rab2A wt mod	Mcl1 Bid PPI	Rac1 wt GTP bind	Mcl1 Noxa PPI	Avidin fluor	Pf gamet viab	Cdc42 wt
Cc1ccc(-n2nnc3c(=O)n(CC(=O)NCC4CCCO4)cnc32)cc1 (stereo not given)	96	96	98	61	96	-22	98	7	8	-22	97
C=CCOc1ccccc1CNCCNC(=O)c1nonc1N	98	99	99	10	99	-33	101	19	10	18	96
CCCC(=O)OCC(=O)Nc1cc(C(C)(C)C)nn1-c1ccccc1	100	97	100	91*	101	-20	99	-5	14	3	101
CC1CC(C)CN(CCCNC(=O)c2cc3c(=O)[nH]c4ccccc4c3n2C)C1 (stereo not given)	95	98	96	11	96	-34	101	11	6	-3	99
Cc1cccc(Nc2nc(N3CCCCC3)nc(N3CCCCC3)n2)c1	100	101	102	14	102	-1	107	19	42	/	103
Cc1cc(C)cc(OCC(=O)N2N=C(c3cccnc3)CC2(O)C(F)(F)F)c1 (stereo not given)	99	95	96	25	96	9	103	-4	4	-9	96
O=C(O)c1cccc(N2C(=O)CSC2c2c(F)cccc2Cl)c1 (stereo not given)	98	99	99	26	99	9	103	18	37	/	99
O=C(Nc1ccc(Cl)cn1)C1COc2ccccc2O1 (stereo not given)	98	96	98	12	97	-1	98	6	10	10	96
CC(C)OCCCN1C(=O)c2ccccc2C1C(=O)NC1CCCCC1 (stereo not given)	101	99	99	15	99	-13	103	9	10	/	99
CCOC(=O)c1c(-c2ccsc2)csc1N	107	101	106	38	105	-76	108	-1	11	/	104
COc1ccc(NC(=O)C(C)SCc2ccccc2)cc1 (stereo not given)	102	92	96	15	94	-7	97	3	12	-3	96
COC(=O)c1ccc(-n2nnnc2SC)cc1	97	97	101	26	97	-14	105	-11	11	10	103
Cc1cc(OCC(=O)N(C)C2CCCCC2)cc(C)c1Cl	96	94	94	23	95	-11	97	-5	5	-20	93
Cn1c(CN2CCCC2)nc2cc(NC(=O)COc3ccc(Cl)cc3)ccc21	99	93	99	42	98	-29	97	-1	14	-17	98
CCN1C(=O)C(=O)N(CC(=O)Nc2ccccc2Oc2ccccc2)C1=O	94	95	96	7	97	1	95	-4	24	/	98
O=C(CCCCCn1c(=O)[nH]c2ccsc2c1=O)N1CCN(C2CCCCC2)CC1	104	102	104	21	102	-21	107	3	8	/	103
Cc1ccc2oc(=O)n(CC(=O)O)c2c1	96	99	98	26	100	23	101	25	7	/	101
Cc1nnc(N/N=C/c2ccco2)n1N	94	94	94	14	95	-61	93	19	13	-3	94
CS(=O)(=O)NCCSCc1c(F)cccc1Cl	103	101	105	15	104	-16	111	7	10	/	104
CN(C)C(=S)Nc1ccc2c(c1)OCO2	104	95	96	10	98	-53	98	5	9	24	97

Nothing new here: 6 of the compounds above.
SMILES	Rab7 wt GTP bind	Rac1 act GTP bind	HRas wt GTP	GSH bead fluor	Rab2A wt mod	Mcl1 Bid PPI	Rac1 wt GTP bind	Mcl1 Noxa PPI	Avidin fluor	Pf gamet viab	Cdc42 wt
Cc1ccc(-n2nnc3c(=O)n(CC(=O)NCC4CCCO4)cnc32)cc1 (stereo not given)	96	96	98	61	96	-22	98	7	8	-22	97
C=CCOc1ccccc1CNCCNC(=O)c1nonc1N	98	99	99	10	99	-33	101	19	10	18	96
CCCC(=O)OCC(=O)Nc1cc(C(C)(C)C)nn1-c1ccccc1	100	97	100	91*	101	-20	99	-5	14	3	101
CC1CC(C)CN(CCCNC(=O)c2cc3c(=O)[nH]c4ccccc4c3n2C)C1 (stereo not given)	95	98	96	11	96	-34	101	11	6	-3	99
Cc1cccc(Nc2nc(N3CCCCC3)nc(N3CCCCC3)n2)c1	100	101	102	14	102	-1	107	19	42	/	103
Cc1cc(C)cc(OCC(=O)N2N=C(c3cccnc3)CC2(O)C(F)(F)F)c1 (stereo not given)	99	95	96	25	96	9	103	-4	4	-9	96

Arranged by heavy-atom count (ascending): some entries from above.
SMILES	Rab7 wt GTP bind	Rac1 act GTP bind	HRas wt GTP	GSH bead fluor	Rab2A wt mod	Mcl1 Bid PPI	Rac1 wt GTP bind	Mcl1 Noxa PPI	Avidin fluor	Pf gamet viab	Cdc42 wt
CN(C)C(=S)Nc1ccc2c(c1)OCO2	104	95	96	10	98	-53	98	5	9	24	97
COc1ccc(NC(=O)C(C)SCc2ccccc2)cc1 (stereo not given)	102	92	96	15	94	-7	97	3	12	-3	96
C=CCOc1ccccc1CNCCNC(=O)c1nonc1N	98	99	99	10	99	-33	101	19	10	18	96

Following part
SMILES	Rab7 wt GTP bind	Rac1 act GTP bind	HRas wt GTP	GSH bead fluor	Rab2A wt mod	Mcl1 Bid PPI	Rac1 wt GTP bind	Mcl1 Noxa PPI	Avidin fluor	Pf gamet viab	Cdc42 wt
COc1ccccc1/C=N/NC(=O)c1ccc(Br)cc1	105	97	100	12	101	-15	106	-4	10	-5	100
COc1ccc(C2(CNC(=O)Cc3ccccc3)CCCC2)cc1OC	102	100	100	26	101	-7	101	-16	13	/	101
Cc1cccc(NC(=S)NCc2ccncc2)c1C	105	98	101	6	97	-77	105	2	6	13	101
O=C1c2ccccc2NC(c2ccccc2Br)N1CCCN1CCOCC1 (stereo not given)	96	101	100	10	101	-23	101	15	10	7	101
CC(C)(C)C(=O)Nc1ccc(N2CCN(S(C)(=O)=O)CC2)cc1	94	93	93	10	95	-20	97	10	10	-31	93
O=C(Cn1c(-c2ccc(Cl)cc2)noc1=O)N1CCN(c2ccccc2F)CC1	105	101	105	12	104	-11	108	19	10	-13	107
COC(=O)CSc1nc(C(C)C)nc2ccccc12	100	100	100	21	103	0	107	7	34	/	104
COc1cc(/C=N/OCC(=O)Nc2cc(C)on2)ccc1OCc1ccccc1	94	97	95	4	93	11	100	10	15	6	101
CCC(C)(C)NC(=O)C(c1cccn1C)N(C(=O)Cn1nnc2ccccc21)c1ccc(F)cc1 (stereo not given)	96	98	99	48	96	-39	98	12	6	/	100
O=C(O)CCCC(=O)NCCCCc1ccccc1	?	?	?	39	?	-35	?	/	11	-9	?
COc1ccccc1-n1c(SCC(=O)N2CCCCC2)nnc1-c1ccccc1O	98	99	99	8	98	-37	105	20	23	/	102
CC(C(=O)NCCS(=O)(=O)c1ccc(Cl)cc1)S(=O)(=O)c1ccccc1 (stereo not given)	98	93	99	11	95	-18	99	11	11	8	97
COc1ccc2c(COC(=O)CNC(=O)C34CC5CC(CC(C5)C3)C4)cc(=O)oc2c1	102	98	101	10	99	-3	104	7	10	-26	102
CN(C(=O)c1ccc2c(=O)n3c(nc2c1)CCCCC3)c1ccccc1	99	100	103	30	101	8	105	34	24	/	103
Cc1cc(OCC(=O)NCc2nc(-c3ccccc3)no2)c(C)cc1Br	99	91	96	29	93	-13	94	26	16	/	93
CCOC(=O)CNC(=O)c1cnn2cccnc12	99	101	102	30	100	-26	106	9	13	22	102
CC[C@H](C)[C@H](NC(N)=O)C(=O)Nc1ccccc1F	106	95	96	13	100	-18	98	10	9	/	98
CC(=O)NCC(=O)N(c1ccccc1)C1(C(=O)NC2CCCCC2)CCCCC1	99	99	102	25	101	15	106	1	33	/	101
CC(=O)Nc1ccc(C(=O)Nc2nc(-c3cc(C)n(Cc4ccccc4)c3C)cs2)cc1	98	101	102	9	102	-17	107	11	11	-46	106
COc1cccc(Cn2nnc3c(=O)[nH]c(C4CCCN(C(=O)c5ccccc5Cl)C4)nc32)c1 (stereo not given)	98	97	97	34	98	0	100	0	7	/	100
O=C1CC(c2ccccc2)n2nc(NS(=O)(=O)c3ccccc3)nc2N1 (stereo not given)	96	97	97	54	98	-19	95	-1	3	-23	97

A few values from above.
In Rab7 wt GTP bind, `COc1ccccc1-n1c(SCC(=O)N2CCCCC2)nnc1-c1ccccc1O` is listed with 98
In Rab7 wt GTP bind, `Cc1cccc(Nc2nc(N3CCCCC3)nc(N3CCCCC3)n2)c1` is listed with 100
In Mcl1 Noxa PPI, `CCOC(=O)CNC(=O)c1cnn2cccnc12` is listed with 9
